PME-1 inh = blocks human protein phosphatase methylesterase 1 | 320,000 tested, 0.53% active | Q9Y570 | recombinant PME-1, FP-Rh probe fluorescence polarization | inhibition, % at 5.9 µM;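 active means inhibition above the campaign mean of all compounds plus 3 SD, cut at about 26% in these data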;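 further: competitive labeling of PME-1 active site by serine hydrolase directed probe; 0% = PME-1 with DMSO and 100% = wells lacking PME-1 enzyme; inhibitors block probe labeling so polarization falls and inhibition rises; many of its hits are not listed in these tables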
Target sequence (Q9Y570 whole entry, looked up): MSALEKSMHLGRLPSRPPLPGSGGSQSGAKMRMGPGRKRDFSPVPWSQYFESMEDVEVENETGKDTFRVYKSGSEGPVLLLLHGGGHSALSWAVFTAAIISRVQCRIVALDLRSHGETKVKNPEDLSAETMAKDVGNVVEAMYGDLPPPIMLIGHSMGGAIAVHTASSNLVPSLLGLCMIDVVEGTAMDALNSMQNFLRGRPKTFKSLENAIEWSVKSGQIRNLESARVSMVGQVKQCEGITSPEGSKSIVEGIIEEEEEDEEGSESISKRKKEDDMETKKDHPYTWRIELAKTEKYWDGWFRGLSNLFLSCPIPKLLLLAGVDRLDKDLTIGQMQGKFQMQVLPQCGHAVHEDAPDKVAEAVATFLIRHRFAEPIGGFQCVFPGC
pPAFAH FP inh = inhibitors of human plasma PAF acetylhydrolase (pPAFAH); Q13093; recombinant pPAFAH, FP-rhodamine probe fluorescence polarization; inhibition, % at 3.39 µM; 330,000 tested, 1.5% active;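 active means inhibition above the mean inhibition across the screen plus 3 SD, cut at about 25% in these data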;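 further: inhibitors block binding of the rhodamine activity-based probe so polarization drops; 0% = enzyme with DMSO and 100% = wells lacking pPAFAH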
GSTO1 inh = counter-screen for RBBP9 inhibitors: inhibitors of human GSTO1; P78417; recombinant GSTO1, activity-based probe fluorescence polarization; inhibition, % at 5.96 µM; 300,000 tested, 1.1% active; AID 1974;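 active means inhibition above the campaign mean inhibition plus 3 SD, cut at about 35% in these data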;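 further: 0% = GSTO1-1 with DMSO and 100% = wells lacking GSTO1-1 enzyme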
PAD4 FP inh = inhibitors of human PAD4; Q9UM07; recombinant PAD4, RCA probe fluorescence polarization; inhibition, % at 6.36 µM; 330,000 tested, 0.41% active; AID 485272;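 active means percent inhibition above a cutoff equal to the mean of all tested compounds plus 3 SD, cut at about 15% in these data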;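 further: 0% = PAD4 with RCA probe and DMSO and 100% = probe without PAD4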
PAFAH1B3 FP inh = blocks human PAF acetylhydrolase 1B catalytic subunit 3. recombinant PAFAH1B3, FP-rhodamine probe, fluorescence polarization. inhibition, % at 3.39 µM. 340,000 tested, 0.28% active. AID 492972;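 active means inhibition above the screen-wide average of all tested compounds plus 3 SD, cut at about 25% in these data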;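 further: 0% = enzyme with DMSO only and 100% = wells lacking PAFAH1B3 protein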
PAFAH2 inh = inhibitors of human PAFAH2; inhibition, % at 3.39 µM; AID 492956; Q99487; 340,000 tested, 0.99% active; recombinant PAFAH2, FP-rhodamine activity probe, fluorescence polarization;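 active means inhibition above the mean over all tested compounds plus 3 SD, cut at about 30% in these data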;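 further: inhibitors block probe labeling of enzyme so polarization drops; 0% = enzyme with DMSO and 100% = wells lacking PAFAH2 protein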
LYPLA2 inh = counter-screen for PME1 inhibitors: inhibitors of human LYPLA2 | recombinant LYPLA2, FP-Rh probe fluorescence polarization | O95372 | AID 2177 | 320,000 tested, 0.38% active | inhibition, % at 5.9 µM;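 active means inhibition above the screen-wide mean plus 3 SD, limit set per campaign, cut at about 26% in these data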;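 further: 0% = LYPLA2 with DMSO and 100% = wells lacking LYPLA2 enzyme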
Target sequence (O95372 whole entry, looked up): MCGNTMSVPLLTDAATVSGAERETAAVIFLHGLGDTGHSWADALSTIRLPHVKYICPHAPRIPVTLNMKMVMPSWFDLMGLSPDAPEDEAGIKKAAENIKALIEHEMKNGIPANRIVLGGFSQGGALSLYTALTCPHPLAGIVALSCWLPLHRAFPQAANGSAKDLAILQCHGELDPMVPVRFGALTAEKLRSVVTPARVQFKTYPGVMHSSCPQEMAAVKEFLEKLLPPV
LYPLA1 inh = LYPLA1 (human) inhibition in PME1 counter-screen. AID 2174. recombinant LYPLA1, FP-Rh probe fluorescence polarization. 320,000 tested, 0.16% active. inhibition, % at 5.9 µM;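 active means inhibition above the mean of all tested compounds plus 3 SD, set per campaign, cut at about 14% in these data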;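 further: inhibitors block serine hydrolase probe labeling of LYPLA1 so polarization falls; 0% = enzyme with DMSO and 100% = wells lacking LYPLA1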
Target sequence (O75608 whole entry, looked up): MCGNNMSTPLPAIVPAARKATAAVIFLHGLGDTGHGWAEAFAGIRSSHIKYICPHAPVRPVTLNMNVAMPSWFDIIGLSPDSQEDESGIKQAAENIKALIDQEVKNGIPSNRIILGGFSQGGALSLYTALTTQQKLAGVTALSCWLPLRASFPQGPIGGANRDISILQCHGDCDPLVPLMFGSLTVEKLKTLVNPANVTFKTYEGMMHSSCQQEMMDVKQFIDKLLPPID
PAFAH1B2 inh = inhibitors of human PAFAH1B2; P68402; recombinant PAFAH1B2, FP-rhodamine activity probe, fluorescence polarization; inhibition, % at 3.39 µM; 340,000 tested, 1.2% active; AID 492953;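 active means inhibition above the mean of all tested compounds plus 3 SD, cut at about 24% in these data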;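 further: 0% = enzyme with DMSO and 100% = wells lacking PAFAH1B2; many of its hits are not listed in these tables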
* hit, by the source's call; / = no result given. These rows are one share of the data; the hit share may differ from the screen's.

SMILES	PME-1 inh	pPAFAH FP inh	GSTO1 inh	PAD4 FP inh	PAFAH1B3 FP inh	PAFAH2 inh	LYPLA2 inh	LYPLA1 inh	PAFAH1B2 inh
C=CCn1c(SCC(=O)Nc2nnc(CC)s2)nnc1-c1cccnc1	-4	-1	7	-5	5	0	-11	1	0
O=C(O)CN1C(=O)/C(=C\c2cc(Br)ccc2OCc2ccc([N+](=O)[O-])cc2)SC1=S	15	59*	-2	-5	8	12	62*	2	6
CC(C(=O)NC1CC1)c1ncc(C(F)(F)F)cc1Cl (stereo not given)	-4	6	5	-5	-2	2	9	5	2
CCOc1ccc(NC(=O)c2c(N)n(C)c(=O)[nH]c2=O)cc1	3	3	-1	-5	16	-1	-11	2	5
O=C(CSc1ncnc2sc3c(c12)CCC3)N1CCOCC1	0	17	8	-4	2	10	0	3	4
NC(=O)c1c(NC(=O)CCCC(=O)O)sc2c1CCCCCC2	-4	-3	-6	2	3	3	1	0	6
CCOC(=O)CN1C(=O)C(C)(C)Oc2ccc(C(=O)Nc3ccccc3OC)cc21	11	-9	-7	-4	11	8	-6	-4	6
CCO/C(=C/c1sc2ccc(OC)cc2[n+]1CCCS(=O)(=O)[O-])CC	-4	-1	-5	19*	2	5	10	3	6
CC(C)C(=O)Nc1nc(-c2ccccc2)ns1	-4	1	-3	0	3	5	-3	0	-2
Cc1ccc2nc(/N=C(\N)NC(=O)NC3CCCCC3)nc(C)c2c1	-135	11	-8	0	/	/	-4	-3	/
Cc1ccc(OCCn2cnc3c2c(=O)n(C)c(=O)n3C)cc1	-3	8	2	5	1	1	-4	0	0
CS(=O)(=O)N1CCN(C(=O)NC23CC4CC(CC(C4)C2)C3)CC1	15	-1	3	1	7	-2	8	3	8
COc1cc(OC)c(OC)cc1CN1CCN(Cc2ccc(C(F)(F)F)cc2)CC1	-6	-1	6	0	3	-2	3	0	5
Cc1ccc(-n2nc3ccc(N)cc3n2)cc1C	2	-14	33	3	22	-1	4	0	6
Cc1sc2ncnc(SCC(=O)N3CCCC3=O)c2c1C	-5	0	-2	-3	7	81*	-2	0	9
COC(=O)CC1=NN(c2ccc(OC)cc2)C(=O)C1	7	-5	21	-12	-2	4	-5	-5	2
CCOc1cccc(-c2nn3c(-c4ccco4)nnc3s2)c1	-5	5	-15	3	4	-1	-14	-9	7
CSc1ncccc1C(=O)NCC12CC3CC(CC(C3)C1)C2	-2	-1	-6	-4	5	3	-4	1	11
CC1CCN(C(=O)C2CCN(S(=O)(=O)c3cnc[nH]3)CC2)CC1	5	-2	-5	-2	1	-3	-6	-2	0
O=[N+]([O-])c1ccc(-c2cn(-c3ccccc3)c(=S)[nH]2)cc1	-2	8	-2	4	6	0	3	0	-3

Copied from the entries so far for reference:
SMILES	PME-1 inh	pPAFAH FP inh	GSTO1 inh	PAD4 FP inh	PAFAH1B3 FP inh	PAFAH2 inh	LYPLA2 inh	LYPLA1 inh	PAFAH1B2 inh
O=C(CSc1ncnc2sc3c(c12)CCC3)N1CCOCC1	0	17	8	-4	2	10	0	3	4
NC(=O)c1c(NC(=O)CCCC(=O)O)sc2c1CCCCCC2	-4	-3	-6	2	3	3	1	0	6
CCOC(=O)CN1C(=O)C(C)(C)Oc2ccc(C(=O)Nc3ccccc3OC)cc21	11	-9	-7	-4	11	8	-6	-4	6
CCO/C(=C/c1sc2ccc(OC)cc2[n+]1CCCS(=O)(=O)[O-])CC	-4	-1	-5	19*	2	5	10	3	6
CC(C)C(=O)Nc1nc(-c2ccccc2)ns1	-4	1	-3	0	3	5	-3	0	-2
Cc1ccc2nc(/N=C(\N)NC(=O)NC3CCCCC3)nc(C)c2c1	-135	11	-8	0	/	/	-4	-3	/
Cc1ccc(OCCn2cnc3c2c(=O)n(C)c(=O)n3C)cc1	-3	8	2	5	1	1	-4	0	0
CS(=O)(=O)N1CCN(C(=O)NC23CC4CC(CC(C4)C2)C3)CC1	15	-1	3	1	7	-2	8	3	8
COc1cc(OC)c(OC)cc1CN1CCN(Cc2ccc(C(F)(F)F)cc2)CC1	-6	-1	6	0	3	-2	3	0	5
Cc1ccc(-n2nc3ccc(N)cc3n2)cc1C	2	-14	33	3	22	-1	4	0	6
Cc1sc2ncnc(SCC(=O)N3CCCC3=O)c2c1C	-5	0	-2	-3	7	81*	-2	0	9
COC(=O)CC1=NN(c2ccc(OC)cc2)C(=O)C1	7	-5	21	-12	-2	4	-5	-5	2
CCOc1cccc(-c2nn3c(-c4ccco4)nnc3s2)c1	-5	5	-15	3	4	-1	-14	-9	7

Continuation.
SMILES	PME-1 inh	pPAFAH FP inh	GSTO1 inh	PAD4 FP inh	PAFAH1B3 FP inh	PAFAH2 inh	LYPLA2 inh	LYPLA1 inh	PAFAH1B2 inh
COC(=O)c1ccc(NC(=O)c2ccccc2C(=O)Nc2ccc(C(=O)OC)cc2)cc1	1	3	0	1	4	-4	-8	-2	2
Cc1c(C)n(C)c2ccc(C(=O)NCCCN3CCN(c4ccc(F)cc4)CC3)cc12	1	2	0	-4	-7	2	6	0	-4
Cc1csc(NC(=O)CSC2=NS(=O)(=O)c3ccccc3N2)n1	2	0	11	0	11	-3	3	0	4
CCOC(=O)C1=C(N)N(c2ccccc2Oc2ccccc2)C(=O)C1	-1	6	9	-1	8	0	-4	-2	-1
Cc1cc(OCc2cc(C(=O)NCc3csc(C(C)C)n3)no2)cc(C)c1Cl	-12	-8	1	0	3	2	-7	-9	5
Cc1ccccc1Cn1nc(C)c(NC(=O)c2noc3c2CC(C(C)(C)C)CC3)c1C (stereo not given)	-5	3	-4	-5	4	1	-1	1	5
COc1ccc(C(=O)NC2CCN(S(=O)(=O)c3ccccc3)CC2)cc1	-5	-1	8	-1	6	-5	5	1	7
CCN(CC)CCCNC(=O)C1c2ccccc2C(=O)N(CCOC)C1c1ccc(F)cc1 (stereo not given)	1	2	3	4	1	2	5	-2	6
CC1(C)Cc2sc3c(=O)[nH]c(=S)[nH]c3c2CO1	-1	6	5	1	2	-1	0	3	3
O=C(Cc1cccs1)N1CCN(C(=O)C2CCCO2)CC1 (stereo not given)	-3	3	-3	-2	4	-2	3	1	2
COc1ccc(Cl)cc1NS(=O)(=O)c1cccc(C(=O)NC2CC2)c1	/	6	/	-3	5	5	/	/	8
COc1ccc(OCCSc2ncccn2)cc1	5	1	5	0	7	1	3	1	0
CCCCC1(C)OC(=O)C(=Cc2ccc(SC)cc2)C(=O)O1 (stereo not given)	-4	-1	-1	0	6	2	0	1	4
Cc1occc1C(=O)NCc1ccc2c(c1)OCO2	6	2	-1	4	4	7	6	4	2
C/C(=N\NC(=S)NC1CCCCC1)c1cccc(Br)c1	-5	1	0	3	4	7	-4	2	-4
CCOc1ncccc1C(=O)Nc1ccc(C)c(S(=O)(=O)N2CCCCCC2)c1	-4	0	/	0	3	6	-8	-6	0
COc1ccccc1NC(=O)C1=C(C)Nc2ncnn2C1c1cccs1 (stereo not given)	0	1	-1	5	-5	2	-8	-4	-1
COC(=O)c1ccc(Oc2nc(NC(C)C)nc(NC(C)C)n2)cc1	1	3	-4	1	-1	1	-2	-1	-3
O=C(Oc1ccc(C(=S)N2CCOCC2)cc1)c1cccc([N+](=O)[O-])c1	-1	1	12	1	6	0	6	1	-4
CC(C)(C)C(=O)/C=C1\SCC(=O)N1CC(=O)N1CCN(c2ccccc2)CC1	/	2	/	3	1	7	/	/	4
O=C(NCC(=O)N(c1cccnc1)C(C(=O)NCc1ccco1)c1ccccc1)c1ccco1 (stereo not given)	-9	0	3	-1	1	0	3	-1	-6
CCOCCOCCC(C(=O)OCC)P(=O)(c1ccccc1)c1ccccc1 (stereo not given)	2	-5	1	-4	8	0	0	3	0
COC(=O)c1[nH]c2cccc(C)c2c1NC(=O)CN1CCN(C(=O)c2ccco2)CC1	-1	-1	10	-2	1	-10	3	-3	1
CCN(C[C@H]1N[C@@](C)(C(=O)OC)[C@H]2C(=O)N(C)C(=O)[C@@H]12)C(=O)Nc1ccc(OC)cc1	/	7	/	-6	8	6	/	/	4
COc1cc(S(=O)(=O)N2CCOCC2)ccc1NC(=O)CSc1nnc(N)s1	-1	6	4	-6	-2	-3	1	-2	0
COc1ccc(/C=C2\SC(=S)N(CC(=O)NC3CCS(=O)(=O)C3)C2=O)cc1 (stereo not given)	0	-5	1	0	6	-2	-3	-2	-2
NS(=O)(=O)c1ccc(CCNC(=O)c2cc(-c3cc(Cl)ccc3O)n[nH]2)cc1	-8	-2	-12	-2	6	-4	-5	-8	1
S=C(NC1CCCCCC1)NC1CCCC1	-1	-2	0	0	7	-2	5	-1	7
NNC(=O)/C(=C\c1cccs1)NC(=O)c1ccccc1	-8	5	-3	-2	8	-5	-1	-5	-8
COc1cccc(NC(=O)CN(C)CC(=O)Nc2ccc(Cl)cc2[N+](=O)[O-])c1	0	11	7	0	3	-1	-2	0	5
CCC1=Nc2cc(C(=O)NCc3ccco3)ccc2Sc2ccccc21	-6	11	-6	3	-4	-3	-12	0	3
CC(C)CNC(=O)CN1C(=O)NC2(CCCc3ccccc32)C1=O (stereo not given)	3	0	-3	1	9	2	-10	-4	5
